# RmlCD inh 1536: inhibitors of Mycobacterium tuberculosis RmlC and RmlD coupled enzymes | inhibition, % at 3.6 µM | AID 1533 | RmlC+RmlD coupled enzyme assay, percent inhibition; primary screen in compound mixtures | 160,000 tested, 0.03% active | P9WH09+P9WH11; in the data active means inhibition mostly above about 34%, no sharp cut-off; further: some results filed as inactive read as strong as hits
# Target sequence (P9WH09 whole entry, looked up): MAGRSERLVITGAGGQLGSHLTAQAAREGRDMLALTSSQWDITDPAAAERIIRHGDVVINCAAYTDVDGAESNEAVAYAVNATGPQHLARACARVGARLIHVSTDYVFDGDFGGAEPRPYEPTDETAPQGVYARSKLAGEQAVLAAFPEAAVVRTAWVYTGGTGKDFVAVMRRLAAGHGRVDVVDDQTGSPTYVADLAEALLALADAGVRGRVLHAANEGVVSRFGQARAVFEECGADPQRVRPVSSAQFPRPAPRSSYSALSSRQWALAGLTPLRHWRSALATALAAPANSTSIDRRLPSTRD
# Target sequence (P9WH11 whole entry, looked up): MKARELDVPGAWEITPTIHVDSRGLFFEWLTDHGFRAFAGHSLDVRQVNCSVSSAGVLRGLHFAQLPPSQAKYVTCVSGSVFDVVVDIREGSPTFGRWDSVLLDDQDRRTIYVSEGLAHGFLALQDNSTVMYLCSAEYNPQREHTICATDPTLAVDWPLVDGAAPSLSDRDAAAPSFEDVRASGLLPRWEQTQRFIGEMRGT
# M. tuberculosis GlmU: inhibition of mycobacterial GlmU enzyme – biochemical, glucosamine-1-phosphate acetyltransferase (AID 1376) | inhibition, %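 (tested at 30 µM in the primary screen)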; hits with a dose series show IC50 in µM | M. tuberculosis GlmU acetyltransferase enzyme assay; higher % means a stronger effect | 220,000 tested, 0.25% active; in the data active means inhibition above about 13%;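 further: 0% = complete reaction with vehicle and 100% = reaction without substrate; strong numbers were not always called active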
# The depositor's hits bear a star; . = no result given; & = joins results of further samples. Only part of the results is shown; count on the stated rates, not on these rows.
smiles,RmlCD inh 1536,M. tuberculosis GlmU
O=C(NCc1ccco1)/C(=C\c1cccs1)NC(=O)c1ccco1,-6.2,-0.9%
COc1ccc2c(C(=O)CN3CCC(C)CC3)c[nH]c2c1,8.5,-1.4%
CC(C)(C)C(=O)Nc1ccc(S(=O)(=O)Nc2ccccn2)cc1,45.5,-1.6%
O=C(Nc1ccccc1)c1ccccc1OCC(O)CN1C(=O)c2ccccc2S1(=O)=O (stereo unspecified),.,-2.2%
CCC(C)NC(=O)Cn1c(=O)n(-c2ccc(OC)cc2)c(=O)c2ccc(C(=O)NCc3ccc(C)cc3)cc21 (stereo unspecified),2.2,6.3%
CCCNC(=O)Cn1c(=O)cnc2ccccc21,20.9,-4.4%
Cc1ccccc1C(=O)NC(=S)Nc1ccc(Cc2ccncc2)cc1,4.7,1.6%
COc1ccc(CCNC(=O)CCc2ccc(S(=O)(=O)NC(C)C)cc2)cc1OC,.,3.5%
CCS(=O)(=O)N1CCN(S(=O)(=O)c2ccc(F)cc2)CC1,.,-5.7%
O=C1Nc2ccccc2SC(c2ccccc2)C1O (stereo unspecified),.,7.5%
CCOC(=O)C1CCCN(Cc2ccccc2Cl)C1 (stereo unspecified),.,4.9%
CC(=O)c1ccc(OC(=O)CCc2nc3ccccc3s2)cc1,11.0,-4.0%
Cc1ccc(S(=O)(=O)N2CCOCC2)cc1C(=O)NCc1ccc(F)cc1,99.6,9.2%
CC1CC(C)CN(S(=O)(=O)c2ccc(C(=O)NN3CCOCC3)cc2)C1 (stereo unspecified),-9.0,1.0%
CCOC(=O)N1CCN(C(=O)c2cccc(NS(=O)(=O)c3ccc(F)c(F)c3)c2)CC1,7.4,-2.9%
CC1=CC2=NC(=O)/C(=C/c3coc4ccc(Cl)cc4c3=O)C(=N)N2O1,4.6,-3.4%
O=C(O)CSc1nc2c(cnn2-c2ccccc2)c(=O)n1-c1ccc(Br)cc1,-8.2,5.8%
CC(O)c1nc2ccc(C(=O)O)cc2[nH]1 (stereo unspecified),.,-1.9%
COc1ccc(C2CC(c3c(O)n(CCc4ccccc4)c(=O)[nH]c3=O)=NN2)cc1OC (stereo unspecified),.,-6.5%
CCOc1ccc(OCC)c(NC(=O)Cn2c(C)nc3ccccc3c2=O)c1,10.3,3.0%
N[C@@H]1CCCC[C@H]1N.O=C(O)C(=O)O.[Pt],.,0.1%
CCSc1nnc(NC(=O)COc2ccccc2[N+](=O)[O-])s1,.,-0.4%
COc1cc(Cl)nn(-c2ccccc2)c1=O,.,7.2%
CC(O)c1cccc(NC2=CC(=O)CC(C)(C)C2)c1 (stereo unspecified),-1.4,-2.5%
CC1(C)CC(NC(=O)COc2ccc3ccccc3c2)CC(C)(C)N1,0.6,1.7%
COc1ccc2c(c1)c(C(=O)O)c(C)n2C(C)C,.,-2.0%
C=Cn1nc(C)c2ccccc2c1=O,.,0.0%
Cc1ccc(OCC(=O)n2cnnc2N)c(C)c1,.,10.4%
O=C(CN1C(=O)C2C3C=CC(C3)C2C1=O)N1CC(=O)N(CCc2ccccc2)C(=O)C1 (stereo unspecified),10.9,0.2%
Cc1cc(C)c2ccc(Cl)cc2n1,-5.6,3.5%
COc1cc(NC(=O)c2ccco2)c(OC)cc1NC(=O)CCC(=O)Nc1cc(C)ccc1C,.,4.3%
Cc1ccc(-c2nnc(N3CCOCC3)c3ccccc23)cc1S(=O)(=O)NCC1CCCO1 (stereo unspecified),6.5,8.7%
CCc1nnc(NC(=O)CSc2nnc(Cc3ccccc3)n2Cc2ccccc2)s1,.,-0.3%
COc1ccc(-n2c(SCC(=O)Nc3ccc4c(c3)OCO4)nc3ccccc3c2=O)cc1,.,1.4%
O=C(NCc1cccnc1)c1cccn1-c1ncc(C(F)(F)F)cc1Cl,-8.2,-6.5%
CS(=O)(=O)Nc1cccc(S(=O)(=O)N2CCN(C(=O)c3ccccc3)CC2)c1,10.7,-4.9%
COc1ccc(OC)c(NC(=O)CSc2nnc(CNc3ccc(F)cc3)o2)c1,-4.2,2.4%
O=C(NC1(C(F)(F)F)C(=O)Nc2c1c(=O)[nH]c(=O)n2Cc1ccccc1)c1ccco1 (stereo unspecified),.,-5.1%
CC(C)CC(NC(N)=O)C(=O)NCCc1ccc(Cl)cc1Cl (stereo unspecified),-9.8,4.2%
CC(C)(C)c1ccc(OCc2cnc(Cl)s2)cc1,0.0,-6.0%

# Shown as labelled records: part of the list above
mol: COc1ccc(OC)c(NC(=O)CSc2nnc(CNc3ccc(F)cc3)o2)c1
  RmlCD inh 1536: -4.2; M. tuberculosis GlmU: 2.4%

mol: O=C(NC1(C(F)(F)F)C(=O)Nc2c1c(=O)[nH]c(=O)n2Cc1ccccc1)c1ccco1 (stereo unspecified)
  RmlCD inh 1536: .; M. tuberculosis GlmU: -5.1%

# The results go on.
smiles,RmlCD inh 1536,M. tuberculosis GlmU
Oc1ccc(-c2nnc(-c3ccc(O)cc3)nn2)cc1,.,-2.6%
O=C(O)C(=O)Cc1c[nH]c2ccccc12,-8.1,4.0%
[O-]/C(=C(\C(=S)Nc1ccc(SC(F)F)cc1)[n+]1cccc(CO)c1)c1ccc(Cl)s1,103.3,-2.1%
O=C(Nc1nnc(CSCc2ccc(F)cc2)s1)c1cccc([N+](=O)[O-])c1,15.3,-1.8%
COc1ccc(CCNC(=O)CSc2nc(N)cc(=O)[nH]2)cc1OC,-10.2,6.3%
Cc1ccc(SCCNC(=S)Nc2cc(C)cc(C)c2)cc1,2.5,6.2%
CCC(=O)Nc1ccc(Cl)c(NC(=S)NC(=O)c2cc3ccccc3o2)c1,.,1.4%
COc1ccccc1NC(=O)CCSCCC(=O)Nc1ccccc1OC,8.9,-3.6%
CC(=O)N(C(C)=O)c1c(N2CCCC2)c2ccccc2oc1=O,13.0,-1.0%
CN1CCN(S(=O)(=O)c2ccc(N3CCc4ccccc4C3)nc2)CC1,.,-0.8%
CCc1c(C(=O)Nc2ncn(Cc3cccc(C)c3)n2)csc1C,-3.2,3.6%
Cc1ccc(Nc2c([N+](=O)[O-])c(=O)oc3ccccc23)cc1C,-4.0,1.4%
COC(=O)c1ccc(Cn2cc(Cl)cn2)cc1,.,1.5%
O=C(Nc1ccc(F)c([N+](=O)[O-])c1)c1ccc2c(c1)OCCO2,30.8,5.0%
COc1ccc(S(=O)(=O)N2CCCN(CC(=O)Nc3ccc(OC)c(Cl)c3)CC2)cc1,12.3,.
CC(C)n1cc(C(=O)c2ccccc2O)cc(C#N)c1=O,-10.2,-3.7%
CC(C)CC(=O)Nc1ccccc1N1CCOCC1,9.1,-3.3%
O=C(COC(=O)Cc1ccccc1[N+](=O)[O-])NCc1ccc(F)cc1,16.6,1.8%
CCC(c1nnnn1Cc1ccc2c(c1)OCO2)N1CCN(c2ccccc2)CC1 (stereo unspecified),12.8,3.4%
CC(=O)c1ccccc1N(C(=O)c1ccco1)C(C(=O)NC1CCCC1)c1ccc(N2CCOCC2)cc1 (stereo unspecified),.,-0.3%

# Some of the entries above in another layout.
# Values run as follows: RmlCD inh 1536	M. tuberculosis GlmU
COC(=O)c1ccc(Cn2cc(Cl)cn2)cc1
    .	1.5%
O=C(Nc1ccc(F)c([N+](=O)[O-])c1)c1ccc2c(c1)OCCO2
    30.8	5.0%
COc1ccc(S(=O)(=O)N2CCCN(CC(=O)Nc3ccc(OC)c(Cl)c3)CC2)cc1
    12.3	.
CC(C)n1cc(C(=O)c2ccccc2O)cc(C#N)c1=O
    -10.2	-3.7%
CC(C)CC(=O)Nc1ccccc1N1CCOCC1
    9.1	-3.3%
O=C(COC(=O)Cc1ccccc1[N+](=O)[O-])NCc1ccc(F)cc1
    16.6	1.8%
CCC(c1nnnn1Cc1ccc2c(c1)OCO2)N1CCN(c2ccccc2)CC1 (stereo unspecified)
    12.8	3.4%

# Remaining list, next part:
smiles,RmlCD inh 1536,M. tuberculosis GlmU
O=c1cc(-c2ccccc2)nc2cc(-c3ccco3)[nH]n12,.,1.7%
O=C(CCN1CCc2ccccc2C1)Nc1ccccc1,.,7.1%
Cc1sc2ncn(CC(=O)NCC3COc4ccccc4O3)c(=O)c2c1S(=O)(=O)N1CCOCC1 (stereo unspecified),42.6,-2.8%
COc1ccc(-n2ncc3c(N4CCN(c5cc(C)ccc5C)CC4)ncnc32)cc1,-11.7,-0.2%
Clc1cccc(-c2cc3nc4c(c(NCc5ccco5)n3n2)CCCC4)c1,11.1,-2.0%
O=C(CSc1ncccn1)c1ccccc1Br,.,0.3%
COc1ccc(Cl)cc1C(=O)Nc1ccc(S(=O)(=O)N2CCCC2)cc1,7.8,.
CCOC(=O)c1c(C)c(C)n(Cc2cccc(OC)c2OC)c1C,.,1.4%
COC(=O)C1CSC(C(=O)OC)N1C(=O)CN1CCN(c2ccc(OC)cc2)CC1 (stereo unspecified),4.3,-5.6%
CCn1c(/C=N/n2cnnc2)nc2ccccc21,-4.0,-1.8%
CCCC(C)C(=O)Nc1ccc(Cl)cc1Cl (stereo unspecified),.,6.7%
CCOC(=O)C1=C(C)NC(=O)CC1c1cc2c(cc1Br)OCO2 (stereo unspecified),-8.6,-0.9%
O=[N+]([O-])/C=C/c1cc2ccccc2[nH]1,.,6.2%
COc1ccc(/C=C/c2nc3ccccc3n2C)cc1,-8.8,0.6%
CCN1CCN(C(=O)CN(Cc2ccccc2)S(C)(=O)=O)CC1,.,-2.9%
Cc1ccc2nc(N(CCCN(C)C)C(=O)CN3C(=O)c4ccccc4C3=O)sc2c1,2.1,-6.8%
CCN1CCN(Cc2c(O)ccc3c(=O)c(-c4ccc(OC)c(OC)c4)c(C(F)(F)F)oc23)CC1,-7.7,-2.3%&7.0%
Oc1c(C(c2cccs2)N2CCOCC2)sc2ncnn12 (stereo unspecified),10.7,3.3%
COc1cccc(NC(=O)CSc2nnc(-c3cccs3)n2C)c1,-3.2,0.9%
O=C(Cc1coc(-c2ccc(F)cc2)n1)NC1CCCCC1,-9.4,-4.6%
O=C1NC(=O)C2(C(=O)N1)C(c1ccc(F)cc1)NC(=S)NC2c1ccc(F)cc1 (stereo unspecified),-11.6,0.1%
COc1cc(CNCCCN2CCOCC2)ccc1OCC(=O)NC(C)(C)C,7.8,0.7%
Cc1cc(N)n(-c2ccc3ccccc3c2)n1,15.3,0.9%
CC(C)CCN1CCN(Cc2cccn2-c2ccccn2)CC1CCO (stereo unspecified),.,-8.1%
COC(=O)c1cc(NC(=O)C2COc3ccccc3O2)cc(C(=O)OC)c1 (stereo unspecified),-5.4,1.3%
Cc1ccc(C(=O)Nc2cccc(-c3cn4ccccc4n3)c2)cc1,-12.8,3.7%
CC(=O)NC1C(Oc2ccccc2C)OC(CO)C(O)C1O (stereo unspecified),-0.1,6.2%
CCCN(CCC)S(=O)(=O)c1ccc(C(=O)Nc2c(C)n(C)n(-c3ccccc3)c2=O)cc1,17.1,-1.1%
O=S1(=O)CC(NCc2ccccc2)C(Nc2ccccc2)C1 (stereo unspecified),5.2,0.7%
CCN1C(=O)CSC1=NC1C2CC3CC(C2)CC1C3 (stereo unspecified),88.1,-7.4%
Fc1ccc(COc2ccc(Br)cc2CNCC2CCCO2)cc1 (stereo unspecified),-7.0,-0.6%
CCOC(=O)c1ccc(NC(=S)N2CCN(CCN=CC3=C(O)CC(C)(C)CC3=O)CC2)cc1,3.2,1.4%
Cc1ccc(NC(=O)c2ccc(Nc3c([N+](=O)[O-])cc([N+](=O)[O-])cc3[N+](=O)[O-])cc2)cc1,.,5.5%
CCC(Sc1nc(N)cc(=O)[nH]1)C(=O)Nc1cc(C)on1 (stereo unspecified),-9.8,7.7%
CO/N=C/C(=N\Nc1cc(OC)cc(OC)c1)C(=O)c1ccccc1,36.3,-3.5%
COC(=O)c1nc2ccccn2c1F,6.3,-7.2%
Nn1c(Cc2ccccc2F)nnc1SCC(=O)Nc1cccc(S(=O)(=O)NC2=NCCCCC2)c1,-1.6,3.7%
CC(C)(C)NC(=O)C(c1ccccn1)N(C(=O)C1CSC(=O)C1)c1ccc(F)cc1 (stereo unspecified),-6.4,4.8%
Cc1cccc(N2C(=O)CC(N(O)c3ccccc3)C2=O)c1 (stereo unspecified),7.4,2.7%
Cc1ccc(Nc2ncnc(N)n2)cc1C,-5.9,1.5%
Cc1ccc(S(=O)(=O)N2CCCCC2)c(C)c1NS(C)(=O)=O,.,-2.3%
COc1ccc(C2=NOC(C(=O)NC3CCCCC3)C2)cc1OC (stereo unspecified),8.7,3.1%
C=CCn1c(O)c(C=Nc2c(C)n(C)n(-c3ccccc3)c2=O)c(=O)[nH]c1=O,-6.1,-2.5%
CC(=O)N1CN(C2CC(C)(C)NC(C)(C)C2)Cc2c1sc1c2CCCC1,-8.2,-1.6%
CC1CC(=O)N(c2ccc(N(C)Cc3ccccc3)c([N+](=O)[O-])c2)C1=O (stereo unspecified),3.7,-2.9%
Cc1cccc(N2CCN(C(=O)C3CCCN(S(=O)(=O)c4cnc[nH]4)C3)CC2C)c1 (stereo unspecified),.,4.2%
COc1ccc2[nH]c(=O)c(CN(Cc3ccco3)Cc3nnnn3Cc3ccccc3)cc2c1,23.0,-0.8%
Cc1ccc(-n2cc(CN3CCNC(=O)CC3)c(-c3cccc(C)c3)n2)cc1,8.6,6.2%
COC(=O)Cn1nc(-c2ccc(C)cc2)c2ccccc2c1=O,-13.7,-2.4%
O=C(Nc1cc(C(F)(F)F)ccc1Cl)C(=O)N1CCCCC1,5.6,1.7%
